TPT1 inhibitor = inhibitors of Candida albicans tRNA 2'-phosphotransferase TPT1; recombinant caTPT1, FP RNA substrate dephosphorylation; inhibition, % at 5 µM; 0.81% of 300,000 active; AID 1962;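 active = inhibition above the mean of all tested compounds plus 3 SD, set per screening campaign, cut at about 24% in these data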;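 note: plate controls were DMSO alone for no effect and ferristatin control at 100 nM for full effect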
ZTA DNA inh = ZTA (EBV) inhibition in EBNA-1 counter-screen; P03206; ZTA-DNA binding, fluorescence polarization; inhibition, % at 11 µM; 0.15% of 320,000 active; in the data active = inhibition above about 33%
Target sequence (P03206 whole entry, looked up): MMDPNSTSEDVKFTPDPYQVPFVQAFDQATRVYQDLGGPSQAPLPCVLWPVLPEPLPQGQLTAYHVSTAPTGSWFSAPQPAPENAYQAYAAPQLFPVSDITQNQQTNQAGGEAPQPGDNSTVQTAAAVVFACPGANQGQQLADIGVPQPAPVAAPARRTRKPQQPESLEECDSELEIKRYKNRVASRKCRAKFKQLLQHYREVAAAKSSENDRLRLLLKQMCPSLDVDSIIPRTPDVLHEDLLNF
Efflux pump inh = inhibitors of Candida antifungal efflux pumps expressed in yeast | S. cerevisiae Candida pump triplex, Nile Red efflux | inhibition, % at 10 µM | 0.44% of 330,000 active | AID 485275;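 active = plate passing quality check with inhibition over a set limit, or well fluorescence over plate mean plus 4 SD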;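 note: Nile Red retained in pooled yeast measured as flow cytometry median fluorescence; 0% = buffer negative control and 100% = Enniatin B positive control; higher means more Nile Red kept so more efflux inhibition; some compounds called inactive have numbers as strong as hits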
PP1 inh = blocks human PP1-alpha phosphatase, a PP5 counter-screen. 0.9% of 320,000 active. AID 2235. P62136. inhibition, % at 6.7 µM. purified PP1alpha, OMFP fluorescence;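 active = inhibition above the mean inhibition of all tested compounds plus 3 SD, computed separately for each screening campaign, cut at about 15% in these data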
PREPL inh = inhibitors of human prolyl oligopeptidase-like enzyme PREPL. recombinant PREPL, fluorescence polarization activity-based probe. inhibition, % at 5.96 µM. 0.68% of 320,000 active. AID 2751; in the data active = inhibition above about 43%;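 note: 0% = enzyme with DMSO and 100% = wells lacking enzyme; many of its hits are not listed in these tables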
Target sequence (Q4J6C6 whole entry, looked up): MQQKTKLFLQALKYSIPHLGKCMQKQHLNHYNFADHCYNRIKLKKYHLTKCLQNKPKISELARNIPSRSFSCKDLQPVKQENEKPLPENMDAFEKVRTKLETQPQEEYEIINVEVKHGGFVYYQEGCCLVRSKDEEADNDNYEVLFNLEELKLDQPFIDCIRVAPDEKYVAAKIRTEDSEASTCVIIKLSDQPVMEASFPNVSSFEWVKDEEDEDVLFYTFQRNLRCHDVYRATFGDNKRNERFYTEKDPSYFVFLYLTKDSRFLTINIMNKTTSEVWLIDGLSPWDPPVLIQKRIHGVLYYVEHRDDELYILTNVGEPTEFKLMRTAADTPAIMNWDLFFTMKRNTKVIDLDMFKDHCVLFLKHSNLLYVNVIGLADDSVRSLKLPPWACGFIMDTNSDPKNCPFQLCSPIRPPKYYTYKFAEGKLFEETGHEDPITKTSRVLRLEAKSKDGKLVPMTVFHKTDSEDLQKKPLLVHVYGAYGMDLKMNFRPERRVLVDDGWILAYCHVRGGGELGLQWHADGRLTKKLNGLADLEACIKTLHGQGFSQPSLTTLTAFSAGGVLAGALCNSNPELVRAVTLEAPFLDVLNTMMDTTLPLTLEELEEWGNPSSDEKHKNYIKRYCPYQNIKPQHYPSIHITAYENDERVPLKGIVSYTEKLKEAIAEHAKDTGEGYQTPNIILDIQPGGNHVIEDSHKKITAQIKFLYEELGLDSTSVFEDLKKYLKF
EBNA-1 inhibitor = blocks EBNA-1 binding to DNA | EBNA-1 DNA binding, fluorescence polarization | AID 1950 | 0.34% of 300,000 active | inhibition, % at 14.8 µM; in the data active = inhibition above about 28%
core dimer inh = HCV core protein dimerization inhibition. AID 1899. inhibition, % at 5 µM. TR-FRET GST/Flag-core106 dimerization, 1536-well. 0.33% of 300,000 active;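 active = inhibition above the mean of all tested compounds plus 3 SD, set per screening campaign, cut at about 45% in these data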
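assay system = GST-tagged and Flag-tagged HCV core protein residues 1-106 | controls = unlabelled core106 and no-GST-core106 wells | incubation = compound-protein-antibody incubation 4 h at 22.5 °C | probe or stimulus = Eu donor and XL665 acceptor anti-tag antibodies | read-out = % inhibition based on acceptor/donor emission ratio | signal = TR-FRET 671 and 617 nm emission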
PP5 primary = PP5 (human) phosphatase inhibition; inhibition, % at 6.7 µM; purified PP5c, OMFP substrate fluorescence; P53041; 0.18% of 320,000 active; AID 1987;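 active = inhibition above the campaign's mean inhibition across all tested compounds plus 3 SD, cut at about 9.5% in these data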;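 note: 0% = DMSO only and 100% = 100 µM cantharidin control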
Fh CTSL1 inh = counter-screen for PFM18AAP inhibitors: inhibitors of F. hepatica cathepsin L1 | recombinant F. hepatica cathepsin L1, Z-Leu-Arg-MCA fluorescence | inhibition, % at 5.96 µM | 0.49% of 300,000 active | AID 1906;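 active = inhibition above the mean of all tested compounds plus 3 SD, set per screening campaign, cut at about 17% in these data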;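 note: 0% = plate median of test compound wells and 100% = 1 µM Z-Phe-Ala-diazomethylketone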
* marks the source's active call; other numbers are inactive results; . = no result given. Only part of the results is shown; count on the stated rates, not on these rows.

Order of values: TPT1 inhibitor, PP1 inh, PP5 primary, EBNA-1 inhibitor, core dimer inh, PREPL inh, ZTA DNA inh, Efflux pump inh, Fh CTSL1 inh
1. COc1ccc(C(=O)Nc2ccc3ccccc3c2)cc1
 : 0, 1, 0.2, 5, -12, 16, -2, -0.2, 0
2. CNS(=O)(=O)c1cn(CC(=O)NCc2ccc(N(C)C)cc2)cc1S(=O)(=O)NC
 : -2, -3, 0.3, -11, -25, 11, -5, -0.1, 6
3. CCc1ccc(NC(=O)C2CCN(C(=O)N3CCOc4ccccc43)CC2)cc1
 : 0, 6, 3.0, 4, 3, 16, -7, 0.0, -1
4. CC(=O)Oc1ccc(-c2cccc(C(=O)OCC(=O)N(C)c3ccccc3)c2)cc1
 : -3, 1, 2.0, 12, -1, 3, -3, -0.3, -9
5. c1ccc(Cc2nnc3sc(Nc4ccccc4)nn23)cc1
 : 2, 2, 3.2, -6, 5, 0, -6, 0.5, 2
6. CC(C)NS(=O)(=O)c1ccc(OCC(=O)NCc2ccc3c(c2)OCO3)c(Cl)c1
 : -1, 0, -0.2, -8, 1, 12, -3, -0.1, 0
7. O=C1C(=Cc2cccn2-c2ccc(O)cc2)C(=O)c2ccccc21
 : -111, 3, 0.2, 25, 61*, 0, 0, -0.2, 5
8. O=C(NCCCNC(=O)c1cnccn1)c1cccc(Cl)c1
 : -1, 1, 0.6, -2, -4, -3, -22, 0.1, -5
9. Cc1nn(-c2ccccc2)c(C)c1-c1cc(C(=O)N/N=C/c2ccc(O)cc2)[nH]n1
 : -3, -2, 1.3, 10, 2, 12, 9, -0.1, 5
10. O=C(NC(c1ccccc1)C(Cl)(Cl)Cl)c1ccccc1 (centres undefined)
 : -1, 3, 3.1, -2, -8, 4, -5, -0.5, -6
11. O=C(COC(=O)c1cnccn1)NCc1ccc2c(c1)OCO2
 : 4, -6, -1.7, -25, 2, 17, -3, 0.4, -29
12. N#CC1=C(S)N(c2ccc(F)cc2)C2(CCCCC2)NC1=O
 : 3, -1, -3.1, 2, 2, -2, 17, -0.2, 5
13. Cc1oc(S(=O)(=O)N(C)C)cc1C(=O)Nc1ccc(Cl)cc1
 : 0, -6, -0.5, 7, 0, -5, -13, 0.1, 1
14. CCOC(=O)c1ccc(NS(=O)(=O)c2cccc3nsnc23)cc1
 : 0, 7, -3.2, -7, -3, -13, -27, -0.1, 2
15. O=C(CN1CCN(Cc2ccccc2)CC1)Nc1cccc(C(F)(F)F)c1
 : -3, 0, 1.2, 6, 1, 7, -15, -0.1, 0
16. Cc1[nH]c(=S)c(C#N)c(C)c1C(=O)Nc1ccccc1
 : 5, 0, 0.7, -1, 4, 13, -5, -0.2, -1
17. COc1ccc(CNC(=O)COC(=O)CN2C(=O)C(C)Oc3ccc(C)cc32)cc1 (centres undefined)
 : 2, -5, 5.5, -22, 0, 8, -1, -0.2, 5
18. CSc1ccccc1NC(=O)CN(C)C(=O)C1CCN(C(=O)Nc2ccccc2)CC1
 : 4, -1, 0.0, -11, -1, 5, -11, 0.2, 7
19. CCOC(=O)C1(Cc2ccccc2C)CCCN(Cc2cn(C)nc2C)C1 (centres undefined)
 : -3, -4, 3.5, 1, -3, 12, -1, 0.0, 1
20. COc1ccc(-n2c(C)cc(/C=C3\SC(=O)NC3=O)c2C)cc1
 : -2, 10, 0.4, 1, 5, -1, -11, 0.1, 0
21. CCc1ccc2nc(NC(=O)c3ccc(N4C(=O)CCC4=O)cc3)sc2c1
 : -3, 5, 0.5, -5, 7, -3, -3, 0.1, 0
22. O=C(NNS(=O)(=O)c1ccccc1[N+](=O)[O-])c1cccc(Cl)c1
 : 5, -2, 2.1, -7, 3, -2, -8, -0.2, -2
23. O=C1C2C3C=CC(C3)C2C(=O)N1CNc1ccccc1 (centres undefined)
 : -6, -2, 1.6, -1, -5, -13, -6, 0.0, -3
24. Cc1nn(Cc2c(F)c(F)c(F)c(F)c2F)c(C)c1NC(=O)c1c([N+](=O)[O-])cnn1C
 : -1, -2, 1.3, 4, 4, 2, -1, -0.1, -4
25. CC(OC(=O)C1CCN(S(=O)(=O)c2ccc(C(C)(C)C)cc2)CC1)C(=O)N1CCOCC1 (centres undefined)
 : -1, -5, -0.6, -1, 1, -1, -4, 0.0, 0
26. COCCCNC(=O)C1CCC(CNS(=O)(=O)c2ccc3c(c2)N(C(C)=O)CCO3)CC1 (centres undefined)
 : 0, -2, 1.0, -14, 2, 20, -7, 0.2, 1
27. COc1cc(Cn2c(=O)c3c(OC)c(C)cnc3n(C)c2=O)cc(OC)c1
 : -2, 2, -1.5, -16, 3, -3, -4, 0.3, -11
28. O=C(O)Cn1c(-c2cscn2)nc2ccccc21
 : 0, -2, -0.9, 8, 1, 0, 18, 0.0, -3
29. Cc1cccc2sc(N(CCCN(C)C)C(=O)CCS(=O)(=O)c3ccccc3)nc12
 : -4, -5, 1.4, -11, -9, -27, -20, -0.1, 29*
30. COC(=O)c1cc(NC(=O)CC2SC(=Nc3ccccc3)N(CCc3c[nH]c4ccccc34)C2=O)cc(C(=O)OC)c1 (centres undefined)
 : -1, 3, 2.2, 24, 29, -26, 4, 0.0, 4
31. Cc1ccc(-c2ccc([C@H]3[C@@H]4C=CCC[C@@]4(C)C(=O)N3Cc3ccccc3)c(F)c2)cc1
 : 3, 8, 1.9, 1, 12, 2, 10, 0.1, 3
32. Cc1cc2cccc(C)c2nc1SCC(=O)N(C)c1nc(-c2ccccc2)cs1
 : -2, -2, 0.4, 2, 8, -9, -17, 0.2, -3
33. CN1CCN(c2ccccc2NC(=O)c2cccs2)CC1
 : 0, 2, -7.9, -10, -15, 8, -27, -0.4, 10
34. CCn1c(=O)n(CC)c2cc(N3CCCC3)c(NC(=O)c3ccc(C)cc3)cc21
 : -2, 0, 1.1, 6, -9, 15, -2, -0.1, 1
35. Fc1ccc(CCN2CCN=C2Nc2ccccc2)cc1
 : 3, 0, 1.7, 6, 5, 9, 5, -0.1, -1
36. Cc1cc(NC(=O)c2cccc(Oc3ccccc3)c2)n[nH]1
 : 4, -2, -1.0, 1, -1, 6, 5, 0.1, 4
37. O=C(Cc1c(O)c2ccccc2[nH]c1=O)N(Cc1ccccc1)Cc1ccccc1
 : 0, 0, 2.5, -4, -3, 17, -25, 0.1, -1
38. O=C(Nc1ccccc1[N+](=O)[O-])C1C(c2ccccc2)=C1c1ccccc1
 : -5, -4, -1.2, 19, 7, -1, 4, -0.2, 3
39. COc1ccc(C)cc1NC(=O)c1cccc(C(=O)Nc2cc(C)ccc2OC)c1
 : -1, -3, 3.0, -5, 5, -4, 10, -0.1, 1
40. Cc1cc(NC(=O)c2ccccc2-c2ccccc2C(=O)O)no1
 : -1, -3, 0.3, 12, -9, 14, -11, -0.4, 2

From compound 27 up to 40, as listed above:
Order of values: TPT1 inhibitor, PP1 inh, PP5 primary, EBNA-1 inhibitor, core dimer inh, PREPL inh, ZTA DNA inh, Efflux pump inh, Fh CTSL1 inh
27. COc1cc(Cn2c(=O)c3c(OC)c(C)cnc3n(C)c2=O)cc(OC)c1
 : -2, 2, -1.5, -16, 3, -3, -4, 0.3, -11
28. O=C(O)Cn1c(-c2cscn2)nc2ccccc21
 : 0, -2, -0.9, 8, 1, 0, 18, 0.0, -3
29. Cc1cccc2sc(N(CCCN(C)C)C(=O)CCS(=O)(=O)c3ccccc3)nc12
 : -4, -5, 1.4, -11, -9, -27, -20, -0.1, 29*
30. COC(=O)c1cc(NC(=O)CC2SC(=Nc3ccccc3)N(CCc3c[nH]c4ccccc34)C2=O)cc(C(=O)OC)c1 (centres undefined)
 : -1, 3, 2.2, 24, 29, -26, 4, 0.0, 4
31. Cc1ccc(-c2ccc([C@H]3[C@@H]4C=CCC[C@@]4(C)C(=O)N3Cc3ccccc3)c(F)c2)cc1
 : 3, 8, 1.9, 1, 12, 2, 10, 0.1, 3
32. Cc1cc2cccc(C)c2nc1SCC(=O)N(C)c1nc(-c2ccccc2)cs1
 : -2, -2, 0.4, 2, 8, -9, -17, 0.2, -3
33. CN1CCN(c2ccccc2NC(=O)c2cccs2)CC1
 : 0, 2, -7.9, -10, -15, 8, -27, -0.4, 10
34. CCn1c(=O)n(CC)c2cc(N3CCCC3)c(NC(=O)c3ccc(C)cc3)cc21
 : -2, 0, 1.1, 6, -9, 15, -2, -0.1, 1
35. Fc1ccc(CCN2CCN=C2Nc2ccccc2)cc1
 : 3, 0, 1.7, 6, 5, 9, 5, -0.1, -1
36. Cc1cc(NC(=O)c2cccc(Oc3ccccc3)c2)n[nH]1
 : 4, -2, -1.0, 1, -1, 6, 5, 0.1, 4
37. O=C(Cc1c(O)c2ccccc2[nH]c1=O)N(Cc1ccccc1)Cc1ccccc1
 : 0, 0, 2.5, -4, -3, 17, -25, 0.1, -1
38. O=C(Nc1ccccc1[N+](=O)[O-])C1C(c2ccccc2)=C1c1ccccc1
 : -5, -4, -1.2, 19, 7, -1, 4, -0.2, 3
39. COc1ccc(C)cc1NC(=O)c1cccc(C(=O)Nc2cc(C)ccc2OC)c1
 : -1, -3, 3.0, -5, 5, -4, 10, -0.1, 1
40. Cc1cc(NC(=O)c2ccccc2-c2ccccc2C(=O)O)no1
 : -1, -3, 0.3, 12, -9, 14, -11, -0.4, 2

Later entries.
Order of values: TPT1 inhibitor, PP1 inh, PP5 primary, EBNA-1 inhibitor, core dimer inh, PREPL inh, ZTA DNA inh, Efflux pump inh, Fh CTSL1 inh
41. CC(C)NC(=O)CSc1nnc(-c2ccc(C(C)(C)C)cc2)n1C
 : 1, -4, 3.7, 0, -4, 11, -5, 0.0, -2
42. COC(=O)Cn1ncc(N2CC(C)OC(C)C2)c(Cl)c1=O (centres undefined)
 : -1, 0, -0.8, 12, -8, 5, -4, -0.1, 2
43. CC(=O)c1ccccc1NC(=O)COC(=O)/C(=C/c1ccccc1)n1nnnc1C
 : -2, -4, -0.6, 6, -3, 6, -10, 0.9, -2
44. Cc1cc(CNC(=O)COC(=O)c2ccc(Cl)c(N)c2)cc(C)c1O
 : -1, -2, -0.2, -8, -4, 15, -17, -0.1, 4
45. CC(=O)Nc1ccc(NC(=O)C(C)Oc2ccccc2C(=O)NCc2ccccc2)cc1 (centres undefined)
 : ., -1, 1.6, ., ., -6, -9, 0.1, .
46. CC(=O)C1=C(C)Nc2ncnn2C1c1ccc(Cl)cc1 (centres undefined)
 : 5, -1, -0.1, -7, 3, -2, -1, 0.0, 0

Screening data deposited in PubChem by several laboratories.
